Screens deposited in PubChem by Sanford-Burnham Center for Chemical Genomics.
SENP8 block-1 = human SENP8 protease inhibitors, primary screen, biochemical, fluorescence, Nedd8 protein substrate, uHTS | recombinant SENP8 | inhibition, % at 20 µM | actives 0.64% (n = 360,000) | AID 602440, 2012; in the data active = inhibition mostly above about 40%, no sharp cut-off; inactive = mostly below about 27%
Target sequence (Q96LD8 whole entry, looked up): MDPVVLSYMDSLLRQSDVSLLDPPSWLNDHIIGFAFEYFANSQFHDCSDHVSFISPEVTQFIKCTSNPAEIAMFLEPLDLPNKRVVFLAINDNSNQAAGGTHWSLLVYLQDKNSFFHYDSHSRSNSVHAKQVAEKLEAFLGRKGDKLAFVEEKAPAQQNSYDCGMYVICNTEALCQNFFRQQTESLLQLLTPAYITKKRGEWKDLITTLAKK
A3G deaminase = APOBEC3G DNA deaminase inhibitors, primary screen, biochemical, fluorescence, single-stranded DNA substrate, uHTS; actives 0.28% (n = 330,000); AID 493012, 2011; DNA dC->dU-editing enzyme APOBEC-3G (Homo sapiens), Q9HC16; recombinant A3G, ssDNA deamination FAM/TAMRA fluorescence; inhibition, % at 20 µM;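 active = inhibition of at least 40% at 20 µM, with no more than 30% in the related APOBEC3A deaminase screen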;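 also: plate controls were DMSO wells with A3G for no effect and wells lacking A3G enzyme for full effect; some compounds called inactive have numbers as strong as hits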
Target sequence (Q9HC16 whole entry, looked up): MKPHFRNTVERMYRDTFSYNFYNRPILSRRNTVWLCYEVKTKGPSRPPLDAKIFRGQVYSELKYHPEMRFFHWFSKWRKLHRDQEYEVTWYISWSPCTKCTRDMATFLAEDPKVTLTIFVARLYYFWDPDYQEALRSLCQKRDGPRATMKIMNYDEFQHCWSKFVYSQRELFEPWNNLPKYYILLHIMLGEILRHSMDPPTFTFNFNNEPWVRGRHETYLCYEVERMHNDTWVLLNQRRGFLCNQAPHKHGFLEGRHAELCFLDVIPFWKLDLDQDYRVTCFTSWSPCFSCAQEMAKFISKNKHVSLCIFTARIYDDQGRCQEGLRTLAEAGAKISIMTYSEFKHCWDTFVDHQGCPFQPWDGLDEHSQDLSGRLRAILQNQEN
UBC13 inh = UBC13 polyubiquitin chain formation inhibitors, primary screen, biochemical, TR-FRET, uHTS. actives 0.47% (n = 330,000). Ubiquitin-conjugating enzyme E2 N (Homo sapiens), P61088. inhibition, % at 20 µM; in the data active = inhibition above about 45%, passing the limit was not always enough
SENP8 block-2 = SENP8 protease inhibitors, primary screen, biochemical, luminescence; Sentrin-specific protease 8 (Homo sapiens), Q96LD8; purified SENP8, Z-RLRGG-aminoluciferin cleavage; inhibition, % at 10 µM; actives 1.2% (n = 330,000); AID 2540, 2010; in the data active = inhibition above about 50%
SENP7 inh = SENP7 protease inhibitors, primary screen, biochemical, luminescence, uHTS; Sentrin-specific protease 7 (Homo sapiens), Q9BQF6; recombinant SENP7, Z-RLRGG-aminoluciferin luminescence, 40 min; inhibition, % at 5 µM; actives 1.5% (n = 330,000);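 active = inhibition above about 50% at the single test dose, limit read from the data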;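 also: plate controls were DMSO with enzyme for no effect and no enzyme buffer wells for full effect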
Target sequence (Q9BQF6 706-1050 limits assumed): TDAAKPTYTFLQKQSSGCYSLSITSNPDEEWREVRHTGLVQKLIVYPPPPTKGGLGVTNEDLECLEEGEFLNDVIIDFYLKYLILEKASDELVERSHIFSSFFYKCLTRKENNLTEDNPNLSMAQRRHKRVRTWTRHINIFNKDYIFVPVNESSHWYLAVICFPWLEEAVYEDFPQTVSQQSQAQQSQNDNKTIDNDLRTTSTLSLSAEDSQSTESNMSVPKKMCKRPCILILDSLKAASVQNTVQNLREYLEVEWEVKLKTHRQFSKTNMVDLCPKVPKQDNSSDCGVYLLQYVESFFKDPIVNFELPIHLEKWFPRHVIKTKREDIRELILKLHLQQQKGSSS
SENP6 block = SENP6 protease inhibitors, primary screen, biochemical, luminescence, uHTS; actives 1.8% (n = 330,000); Recombinant SENP6 catalytic domain, aminoluciferin luminescence; Sentrin-specific protease 6 (Homo sapiens), Q9GZR1; inhibition, % at 10 µM;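 active = inhibition above about 50% at the single tested dose, limit read from the data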;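 also: plate controls were DMSO wells with enzyme for no effect and DMSO wells lacking enzyme for full effect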
Apaf-1 inh = inhibitors of human Apaf-1 apoptosome, primary screen, biochemical, DEVD-Rh110 fluorescence, uHTS; AID 489030, 2010; actives 0.71% (n = 330,000); reconstituted apoptosome caspase-3 activity; Apoptotic protease-activating factor 1 (Homo sapiens), O14727; inhibition, % at 20 µM; active = inhibition of at least 40% at 20 µM;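 also: plate controls were DMSO wells for no effect and DEVD-CHO caspase inhibitor wells for full effect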
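Material: cell-free apoptosome with Apaf-1, procaspase-3 and caspase-9; Buffer or medium: Hepes pH 7.5 with detergent and BSA; Reagent: cytochrome c trigger plus (Z-DEVD)2-Rh110 caspase-3 substrate; Times: compound with Apaf-1, dATP, procaspase-3 30 min, then 50 min reaction, room temperature; Technique: Rh110 fluorescence intensity.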
SENP1 inh = human SENP1 catalytic domain inhibitors, primary screen, biochemical, FRET, uHTS; AID 624204, 2012; actives 0.21% (n = 360,000); recombinant SENP1 catalytic domain, CyPet-SUMO1-YPet FRET cleavage; Sentrin-specific protease 1 (Homo sapiens), Q9P0U3; inhibition, % at 10 µM;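 active = inhibition at least 30% at 10 µM, raw YFP signal under a set limit, fluorescence ratio 0.5 to 1.5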;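 also: 0% = enzyme with DMSO and 100% = no enzyme wells; some results filed as inactive read as strong as hits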
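Assay system – human recombinant His6-tagged SENP1 catalytic domain enzyme · Input – SENP1 enzyme, 20 pM final · Buffer or medium – Tris pH 8 buffer plus EDTA, NaCl, BME, BSA, NP40, catalase · Schedule – 50 min reaction at room temperature · Technique – FRET read of cyan and yellow fluorescence · Control set – no-enzyme wells low, DMSO-plus-enzyme wells high control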
* marks the source's active call; other numbers are inactive results; x = no result given.

SMILES	SENP8 block-1	A3G deaminase	UBC13 inh	SENP8 block-2	SENP7 inh	SENP6 block	Apaf-1 inh	SENP1 inh
CSc1nnc(Cc2cc(=O)[nH]c(=O)[nH]2)n1-c1cc(C)ccc1C	16.2	-11.6	6.6	4.9	6.7	14.5	-9.1	6.2
COc1ccccc1NC(=O)/C(=C\c1cccs1)NC(=O)c1ccco1	13.2	6.1	-7.0	-5.6	7.2	-13.1	-8.7	2.8
COc1ccccc1C(C)NC(=O)Cc1ccsc1 (stereo unspecified)	0.8	-2.1	1.6	0.4	8.7	10.3	-0.8	0.0
Cc1cc(C)nc(Nc2n[nH]c(C)n2)n1	10.5	-3.6	-12.2	-10.3	-3.8	-16.8	-0.3	-1.0
CCCn1cc(S(=O)(=O)c2ccccc2)c(=O)c2cc(F)c(N3CCN(C)CC3)cc21	-212.6	-1.4	10.4	0.3	-4.0	9.2	-0.9	0.1
O=C(NNC(=O)c1nn(-c2ccc(F)cc2)ccc1=O)c1ccc(Cl)cc1	11.5	-5.3	70.7*	0.6	-2.1	5.4	-16.8	2.1
O=C(Nc1ccncc1)C1CCCN(S(=O)(=O)c2cccc3cccnc23)C1 (stereo unspecified)	17.3	-11.7	-3.2	-8.2	-18.1	-15.9	6.0	1.7
COC(=O)c1ccc(C2/C(=C(/O)c3ccc4c(c3)CC(C)O4)C(=O)C(=O)N2Cc2cccnc2)cc1 (stereo unspecified)	16.1	-1.2	-13.5	1.1	0.2	-8.4	-3.1	0.3
Cc1ccc(S(=O)(=O)NCCNC(=O)c2nonc2N)cc1	14.8	-7.2	-3.0	-9.2	-1.4	-21.8	-7.2	-1.2
N#CCCN(C(=O)COC(=O)CSc1ccc(Cl)cc1)c1ccccc1	4.2	-4.1	4.4	-0.4	5.5	-4.4	4.3	5.2
CCOc1cccc(-c2nnc3sc(COc4ccccc4)nn23)c1	31.7	-6.8	9.3	6.4	2.2	0.5	3.4	1.6
CCOC(=O)/C=C/c1cnn(-c2ccccc2)c1	13.7	-9.0	5.8	-0.3	4.2	18.4	-6.6	1.5
CCc1ccccc1NC(=O)C1NC(=O)CC1c1ccccc1 (stereo unspecified)	13.8	-5.8	5.1	-0.2	-12.4	10.4	-6.5	0.2
CCn1c(=O)cc(SCC(=O)NCc2ccccn2)c2ccccc21	-23.1	-7.0	19.7	2.8	-0.1	7.5	-0.7	-0.2
Cc1nnc(Sc2c(-c3ccccc3)c3ccc(Cl)cc3[nH]c2=O)s1	-99.3	-9.3	8.4	-13.0	-4.9	-1.6	9.3	-2.3
C=CCn1c(SCC(=O)N2CCc3ccccc3C2)nc2sc(C)c(C)c2c1=O	19.1	-8.1	9.6	-1.3	0.2	-0.7	19.4	-1.7
O=C(CSc1nnnn1-c1cccc2c1CCCC2)N1CCCCC1	10.4	-3.7	11.6	0.7	0.9	-2.9	1.0	1.6
COC(=O)c1[nH]c2cccc(OC)c2c1NC(=O)CN1CCC(C(N)=O)(N2CCCCC2)CC1	-292.7	-2.6	4.3	-11.3	-10.4	0.4	6.5	-0.1
Cc1cc(C)cc(N(CCC#N)C(=O)COC(=O)C2CCN(S(=O)(=O)c3ccc(C)c(C)c3)CC2)c1	9.8	-7.2	-5.0	-6.1	-4.3	-6.1	31.6	0.6
O=C(CN1C(=O)NC2(CCCCCC2)C1=O)c1ccc(Cl)s1	-1.9	-6.4	-5.5	3.4	-0.7	-2.3	10.8	1.4
CC1=NN(C(=O)CSCc2ccccc2)C(O)(c2ccc(F)cc2)C1 (stereo unspecified)	14.3	-7.4	7.9	-2.8	-2.5	-3.2	6.5	-0.1
CN(CCc1ccccn1)C1CCCN(S(=O)(=O)c2ccccc2Cl)C1 (stereo unspecified)	-11.2	-8.4	8.3	-0.6	-1.3	-4.7	-5.0	-16.1
O=C(C1CC2C=CC1C2)N1CCN(c2ccccc2)CC1 (stereo unspecified)	15.0	-6.6	-4.3	2.7	5.6	7.1	-4.6	2.8
CCn1ccc(C(=O)NCc2ccc3c(c2)OCO3)n1	3.9	-5.3	1.5	3.7	-0.6	-9.8	4.3	1.8
O=C(CCC(=O)N1CCN(S(=O)(=O)c2ccc(Cl)cc2)CC1)NCc1ccccc1	9.6	0.8	-0.4	2.3	-5.0	-12.5	9.2	-0.1
Cc1noc(C)c1C(=O)N1CCCc2ccccc21	9.1	-8.9	0.3	5.4	8.3	-11.9	-9.2	-0.5
Cc1[nH]n2c(=O)cc(-c3ccc([N+](=O)[O-])cc3)nc2c1-c1ccccc1	44.2*	-1.1	-31.9	5.0	0.9	-2.9	7.6	1.5
CN(CC(=O)Nc1cccc(F)c1)C(=O)CSc1nc2ccccc2s1	5.8	-8.3	-0.5	-22.8	5.2	-16.7	7.0	-5.0
CCCNC(=O)c1ccc(N2CCC3(CC2)CC(c2cccc(Br)c2)=NO3)c(NC(=O)c2ccc(Cl)c([N+](=O)[O-])c2)c1	17.5	-4.6	-45.8	1.4	6.1	-2.4	9.7	1.0
CCc1nc(N[C@@H](CC(C)C)C(=O)O)c2oc3ccccc3c2n1	11.6	-2.6	-8.8	-5.8	-7.7	-10.6	6.4	1.2
O=C(NCCF)[C@H]1C[C@@H]1[C@H](NP(=O)(c1ccccc1)c1ccccc1)c1ccccc1	3.1	-5.9	-1.0	-5.0	-1.6	-8.5	4.4	-1.2
CCOC(=O)c1c(C)[nH]c(C)c1C(=O)COC(=O)/C=C/c1ccc(Cl)cc1	6.8	-10.7	-7.9	-6.4	-3.8	-23.7	18.5	-0.4
CCOCCn1c(SCc2c(F)cccc2Cl)nc2c1c(=O)[nH]c(=O)n2C	15.0	-7.6	5.4	-7.6	-5.4	-9.0	-4.1	0.4
C#CCOCCOCCOCCNc1nc(N2CCN(C(=O)[C@H](CCCCN)n3cc([C@@H](N)CO)nn3)CC2)nc(N2CCN(C(=O)[C@H](Cc3cc4ccccc4[nH]3)n3cc([C@@H](N)CC(C)C)nn3)CC2)n1	x	-10.6	99.7*	6.3	-0.4	3.1	-6.1	x
Cc1ccc(-c2c(C(=O)N/N=C/c3ccc(OC(C)C)cc3)nnn2-c2nonc2N)cc1	-192.0	-3.6	1.6	4.3	3.2	12.8	8.2	0.8
O=C(C1CCN(S(=O)(=O)c2cccs2)CC1)N1CCN(c2ccccc2)CC1	5.0	-3.6	1.9	6.0	1.1	15.5	-7.8	0.0
Cc1cccc(C(=O)Nc2nnc(COc3ccccc3)s2)c1	5.9	-9.3	3.3	-7.7	1.4	-27.5	7.0	0.9
CCCn1nnc(NC(=O)c2cccc(OCC(C)C)c2)n1	20.3	1.1	6.3	-6.6	-7.7	-1.9	1.2	-0.1
Cn1c(COc2ccccc2)nnc1SCC(=O)Nc1ccc(N2CCOCC2)cc1	15.7	-8.6	4.3	4.2	-3.1	-3.8	1.7	1.2
NC(=S)N/N=C1\CC(n2nnnc2-c2ccccc2)C2COC1O2 (stereo unspecified)	-10.8	-5.8	0.9	21.7	-4.5	17.6	-21.5	3.8
O=C(COc1ccccc1F)Nc1nc(-c2ccccn2)cs1	0.5	7.8	-31.2	-9.3	-1.6	-13.3	10.7	-3.8
O=C(CCSc1ccccc1)Nc1nnc(-c2ccccc2)o1	0.7	-6.1	-12.1	-5.4	-5.6	-13.0	7.3	2.7
COc1ccccc1N1CCN(C(=O)CN(c2ccc(C)c(C)c2)S(C)(=O)=O)CC1	12.0	-7.3	0.4	-1.8	-0.4	-6.3	-12.8	2.0
C=CCN=C1CC(C)(C)CC(=O)/C1=C(\O)c1ccccc1	12.0	-6.8	10.8	1.3	-2.8	8.5	-1.1	1.4
O=C(CCC1CCCC1)NNC(=O)c1cccc(Cl)c1	1.7	6.0	-2.7	2.9	-4.9	-2.4	8.6	0.5

Ordered by number of heavy atoms (low to high): 3 of the compounds above
SMILES	SENP8 block-1	A3G deaminase	UBC13 inh	SENP8 block-2	SENP7 inh	SENP6 block	Apaf-1 inh	SENP1 inh
Cc1cccc(C(=O)Nc2nnc(COc3ccccc3)s2)c1	5.9	-9.3	3.3	-7.7	1.4	-27.5	7.0	0.9
CCOC(=O)c1c(C)[nH]c(C)c1C(=O)COC(=O)/C=C/c1ccc(Cl)cc1	6.8	-10.7	-7.9	-6.4	-3.8	-23.7	18.5	-0.4
C#CCOCCOCCOCCNc1nc(N2CCN(C(=O)[C@H](CCCCN)n3cc([C@@H](N)CO)nn3)CC2)nc(N2CCN(C(=O)[C@H](Cc3cc4ccccc4[nH]3)n3cc([C@@H](N)CC(C)C)nn3)CC2)n1	x	-10.6	99.7*	6.3	-0.4	3.1	-6.1	x

More records follow.
SMILES	SENP8 block-1	A3G deaminase	UBC13 inh	SENP8 block-2	SENP7 inh	SENP6 block	Apaf-1 inh	SENP1 inh
Cc1ccc(C)c(NC(=O)CN(C)C(=O)c2ccccc2Cc2ccccc2)c1	7.4	2.5	-1.9	-2.6	3.6	-3.7	14.0	1.3
c1ccc(CCn2c3ccccc3c3nnc(SCc4ccc5nonc5c4)nc32)cc1	0.2	-4.2	7.0	-14.0	-8.7	-1.8	2.9	0.5
CN(c1ccc(C(=O)NCc2cccs2)cc1)S(=O)(=O)c1ccccc1	6.6	-16.7	4.4	-6.9	-3.6	-19.5	-1.6	-1.6
COc1ccc(N(CC(=O)Nc2ccccc2Cl)S(=O)(=O)c2ccc(C)cc2)cc1OC	5.5	-15.6	5.8	-6.2	-5.5	6.9	11.2	-0.1
CCCOc1ccc(OCCNC2CCCC2)cc1	5.3	-7.9	-1.9	0.0	-4.9	12.5	2.6	0.5
Cc1ccc(S(=O)(=O)Nc2ccccc2F)cc1C(=O)NNC(=O)c1csc(N2CCOCC2)n1	7.9	-6.3	-4.6	-6.1	6.0	-18.6	8.1	5.8
COc1ccc(C(CNC(=O)c2ccc(S(=O)(=O)N3CCCC3)cc2)N2CCOCC2)cc1 (stereo unspecified)	12.9	-3.8	-3.2	-4.7	-3.1	-23.0	-2.5	0.0
Cc1nc2ccc3nc(NC(=O)c4ccc5c(c4)OCCO5)sc3c2s1	-269.3	25.9	-3.1	11.0	5.1	-40.0	8.6	-28.8
CC(=O)N1CCN2C(=O)C1CCCC(=O)c1cc(C(C)C)ccc12 (stereo unspecified)	-2.0	-3.3	13.4	-1.6	-1.7	-6.3	-8.1	-0.2
COc1ccccc1C(=O)NCCC(=O)NCC(C)(C)N1CCOCC1	9.4	0.2	0.1	5.1	-5.0	9.7	6.0	-0.1
CN1C[C@@H]2C(c3ccccc3)C3(c4ccccc4)CC2(C3)[C@H]1c1ccccc1 (stereo partly specified)	16.6	-12.0	-6.4	-16.3	-12.6	2.0	29.4	-2.7
COc1ccc(C)cc1NCc1cc(=O)oc2cc(-c3ccccc3)c(O)cc12	-14.9	0.4	-5.6	-8.4	8.9	-8.3	5.5	-4.0
COc1ccc(CC(=O)OCC(=O)Nc2cccnc2Cl)cc1OC	22.9	-6.0	6.8	-3.9	9.0	-4.4	-1.7	-0.2
CC(C)C[C@H](CO)N(Cc1ccccc1)S(=O)(=O)N(Cc1ccccc1)[C@@H](CO)CC(C)C	12.8	-3.4	7.2	-2.5	-4.3	-0.4	30.1	0.4

Outcome played no part in choosing rows; 3.6% or so of the library scored in one or more.
